ERG Ets-DNA blk: qHTS for Small Molecule Inhibitors of the ERG Ets/DNA interaction. actives 0.028% (n = 370,000). fluorescence polarization, His-ERG Ets domain / labelled DNA. AID 624246, 2012. Transcriptional regulator ERG (Homo sapiens), P11308. Potency, µM (top dose mostly 76.9 µM), for inactives: top-dose FP activity, negative = inhibition, most hits filed as inhibitors; active = well fitted inhibition curve with a large enough effect in the polarisation, with a control signal flat; inconclusive = small, poorly fitted or top-dose-only effect, or effect the other way, or a change in a side signal; inactive = no such curve, though single readings can be large or run the other way; the % refers to the polarisation;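 also: polarization taken with two DNA probes labelled with fluorescein and Texas red; potency is read from the fitted curve at half-maximal effect; % of control where 0% means no effect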
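His-tagged ERG Ets domain (1 uM in the protein solution; 300mM KCl, 50mM Tris-HCl, 1mM EDTA, 1mM DTT, pH 7.5) received compound, then a probe mix of 5 nM fluorescein-DNA and 100nM Texas-615-DNA. Fluorescence polarization was read for both dyes.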
12-LOX inh: Primary qHTS assay for inhibitors of human arachidonate 12S-lipoxygenase (ALOX12): Round 2; purified 12hLO, xylenol orange hydroperoxide absorbance; Potency, µM (top dose mostly 108 µM), for inactives: at the highest dose activity change, negative = inhibition, hits mostly inhibitors; Polyunsaturated fatty acid lipoxygenase ALOX12 (Homo sapiens), P18054; actives 1.1% (n = 580,000); also: potency is read from the fitted curve at half-maximal effect; % is scaled to controls: 0 for no effect and ±100 for the full control effect
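Purified human 12hLO at 150 nM in 25 mM Hepes, 0.01% Triton X-100, pH 7.0, preincubated 15 min at room temperature with compound. Reaction started with 40 uM arachidonic acid, 30 min at room temperature. Hydroperoxide measured by Fe-xylenol orange, 573/405 nm absorbance ratio.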
POLK inh: qHTS for Inhibitors of Polymerase Kappa. actives 0.53% (n = 400,000). AID 588579, 2011. purified Pol kappa, fluorescent DNA synthesis assay, 10 min. Potency, µM (doses to about 107 µM), inactives show at the top dose activity, negative = inhibition, usual class: inhibitors. DNA polymerase kappa (Homo sapiens), Q9UBT6; also: potency is read from the fitted curve at half-maximal effect; % is scaled to controls: 0 for no effect and ±100 for the full control effect
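10 nM Pol kappa preincubated 15 min at room temperature with compounds, then reaction started with substrate at 50 nM final. Fluorescence read kinetically at 0 and 10 min; buffer-only wells served as negative control.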
RGS4 inhibitor: Inhibitors of Regulator of G Protein Signaling (RGS) 4: qHTS; Transcreener GDP fluorescence polarization, RGS4-accelerated GTP hydrolysis; Potency, µM (series often up to 114 µM), without a hit: top-dose activity change, negative = inhibition, hits mostly inhibitors; actives 0.039% (n = 390,000); AID 504845, 2011; also: potency is read from the fitted curve at half-maximal effect; % is scaled to controls: 0 for no effect and ±100 for the full control effect; nearly all actives have a fitted effect of over 75% in size; some results filed as inactive show a strong effect at the top dose
Target sequence (P49798 whole entry, looked up): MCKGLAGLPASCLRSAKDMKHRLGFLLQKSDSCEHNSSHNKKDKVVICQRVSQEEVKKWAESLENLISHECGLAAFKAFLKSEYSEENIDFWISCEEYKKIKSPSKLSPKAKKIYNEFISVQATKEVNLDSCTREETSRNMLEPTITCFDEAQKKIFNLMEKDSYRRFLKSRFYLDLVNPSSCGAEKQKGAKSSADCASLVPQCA
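MLSMR compounds (23 nl, pin-transferred) preincubated 10 min at room temperature with a 500nM (2x) first reagent, then RGS4 at 900nM (2x) plus Transcreener GDP mix added; fluorescence polarization (620/688 nm) read before and after 90 min at 30 °C.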
APE1 inh: qHTS Assay for Inhibitors of the Human Apurinic/apyrimidinic Endonuclease 1 (APE1); DNA repair nuclease/redox regulator APEX1 (Homo sapiens), P27695; recombinant APE1, TAMRA/BHQ-2 abasic DNA cleavage fluorescence; Potency, µM (series often up to 65.8 µM), inactives show at the top dose activity change, negative = inhibition, most hits filed as inhibitors; actives 0.35% (n = 350,000); AID 2517, 2012;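 also: potency is read from the fitted curve at half-maximal effect; plate controls were vehicle for no effect and reference inhibitor for full effect; nearly all actives have a fitted effect of over 55% in size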
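Activity was derived from the fluorescence gain between first and third kinetic reads (60 s intervals, ex 525/em 598 nm) after 50 nM THF-abasic TAMRA/BHQ-2 duplex was added to 0.75 nM APE1 preincubated 15 min with compound.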
POLB inh: qHTS Assay for Inhibitors of DNA Polymerase Beta; Pol beta primer extension/strand displacement, fluorescence kinetic; actives 1.3% (n = 340,000); P06746; AID 485314, 2010; Potency, µM (titrated, usually from 114 µM), without a hit: at the highest dose activity change, negative = inhibition, actives largely listed as inhibitors; also: potency is read from the fitted curve at half-maximal effect; % is scaled to controls: 0 for no effect and ±100 for the full control effect
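Curves were derived by four-parameter Hill fits of normalized qHTS data. The kinetic fluorescent primer-extension read was taken at 0 and 10 min after 50 nM substrate, following a 15 min room-temperature preincubation of 10 nM enzyme with compounds.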
Pol eta inh: qHTS for Inhibitors of Polymerase Eta; AID 588591, 2011; actives 1.2% (n = 390,000); recombinant Pol eta, fluorescent DNA replication assay; DNA polymerase eta (Homo sapiens), Q9Y253; Potency, µM (highest dose often 114 µM), without a hit: at the highest dose activity change, negative = inhibition, usual class: inhibitors; also: potency is read from the fitted curve at half-maximal effect; % is scaled to controls: 0 for no effect and ±100 for the full control effect
Target sequence (Q9Y253 whole entry, looked up): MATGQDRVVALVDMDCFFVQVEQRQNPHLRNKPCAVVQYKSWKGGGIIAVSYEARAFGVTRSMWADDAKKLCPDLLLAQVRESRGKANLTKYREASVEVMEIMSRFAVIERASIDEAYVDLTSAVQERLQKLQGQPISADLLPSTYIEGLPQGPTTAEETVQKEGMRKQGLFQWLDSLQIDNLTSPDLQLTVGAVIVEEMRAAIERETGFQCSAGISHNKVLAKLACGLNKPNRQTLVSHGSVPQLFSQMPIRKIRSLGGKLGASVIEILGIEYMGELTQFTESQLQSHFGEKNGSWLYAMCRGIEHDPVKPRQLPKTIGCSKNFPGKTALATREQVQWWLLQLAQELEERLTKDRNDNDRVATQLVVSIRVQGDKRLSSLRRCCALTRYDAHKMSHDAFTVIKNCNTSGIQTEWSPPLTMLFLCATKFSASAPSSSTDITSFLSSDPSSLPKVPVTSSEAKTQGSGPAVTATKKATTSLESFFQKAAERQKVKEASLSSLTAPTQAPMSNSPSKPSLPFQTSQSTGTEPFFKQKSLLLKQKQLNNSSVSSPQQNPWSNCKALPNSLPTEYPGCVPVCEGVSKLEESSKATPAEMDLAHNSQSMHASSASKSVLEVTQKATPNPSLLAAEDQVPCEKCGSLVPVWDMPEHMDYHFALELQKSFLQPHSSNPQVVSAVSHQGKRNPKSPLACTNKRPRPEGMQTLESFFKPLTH
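Fluorescent replication assay: 50 nM final substrate added after a 15 min room-temperature compound preincubation with 10 nM enzyme. Signal taken at 0 min and again at 10 min.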
Anesthetic bind: qHTS Assay for Identification of Novel General Anesthetics; apoferritin/1-aminoanthracene competitive binding, fluorescence; Ferritin light chain (Equus caballus), P02791; Potency, µM (top dose mostly 77.5 µM), for the others: at the top dose activity change, negative = displacement, most hits filed as inhibitors; actives 0.074% (n = 350,000); AID 485281, 2010; also: potency is read from the fitted curve at half-maximal effect; % is scaled to controls: 0 for no effect and ±100 for the full control effect; nearly all actives have a fitted effect of over 20% in size
Target sequence (P02791 2-175 limits assumed): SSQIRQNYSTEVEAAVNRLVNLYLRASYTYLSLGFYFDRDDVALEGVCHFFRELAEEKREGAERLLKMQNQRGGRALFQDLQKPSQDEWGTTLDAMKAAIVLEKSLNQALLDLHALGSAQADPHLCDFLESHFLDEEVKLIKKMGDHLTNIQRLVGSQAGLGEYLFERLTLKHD
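Apoferritin-based anesthetic binding model; compound displacement of fluorescent 1-AMA measured as endpoint fluorescence after 10 minutes at room temperature, scaled to free-ligand and complex controls.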
LDHA inh: qHTS assay for inhibitors of human lactate dehydrogenase | actives 0.15% (n = 480,000) | activity change, % (values are at about 110 or 230 µM) | purified LDHA, NADH/diaphorase-resazurin fluorescence; active compounds read low | AID 1347041, 2019; in the data active = activity change below about -30%; inconclusive = mostly about -25% to -30%;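 also: plate controls were DMSO wells for no effect and wells without enzyme for full effect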
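Human LDH5 at 2 nM final in Tris HCl pH 7.4 with 0.06 mM NADH and 0.2 mM pyruvate, reacted 5 minutes at room temperature. Remaining NADH coupled via diaphorase/resazurin; resorufin fluorescence read at 0 and 20 minutes, normalized to enzyme-free and DMSO wells.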
Active calls of the source: *; ? = inconclusive; / = no result given; & = joins results of further samples; [ ] = another dose, or the depositor's remark. Unless noted, calls follow the shape of the dose curve; as a rule, active = well fitted curve in the direction sought with a large enough effect; inconclusive = small, poorly fitted or top-dose-only effect, or another doubt; inactive = no such curve, though single readings can be large; an effect the other way counts as inactive or inconclusive. A portion of the library; count on the stated rates, not on these rows.

SMILES	ERG Ets-DNA blk	12-LOX inh	POLK inh	RGS4 inhibitor	APE1 inh	POLB inh	Pol eta inh	Anesthetic bind	LDHA inh
Cc1cccc(NC(=O)COc2coc(CN3CCc4ccccc4C3)cc2=O)c1	3.5%	?	-21.9%	-3.2%	-1.1%	/	-4.0%	/	5.4
COc1ccc(-c2c(C)c3ccc(O)c(CN4CCCC4)c3oc2=O)cc1OC	3.7%	-10.4%	0.2%[60.1 µM]	-3.0%	/	1.1%	-2.9%	/	3.4
CC1Cc2ccccc2N1C(=O)CSc1nn2c(=O)c(C(C)(C)C)nnc2s1 (centres undefined)	-5.4%	0.0%	-8.1%	-19.3%	3.6%	1.4%	-13.9%	?	-2.4
O=C(C[C@@H]1C/C=C/CC[C@@H](Cc2ccc(F)cc2)C(=O)OC[C@H](Cc2ccccc2)NC1=O)N[C@H](CO)Cc1ccccc1	-12.7%	?	-2.5%	-3.4%	0.8%	/	2.6%	/	0.4
COc1cc(-c2noc(CSc3nc(-c4ccc(F)cc4)cc(=O)[nH]3)n2)cc(OC)c1OC	6.0%	-17.3%	-7.7%[60.1 µM]	3.3%	/	-2.4%	5.0%	-5.7%	-3.6
Cc1[nH]c2ccccc2c1/C=N/NC(=O)Cc1cccs1	10.5%	-5.7%	0.3%	-40.0%	0.4%	9.0%	?	-11.0%	2.2
Cc1cc(=O)n2c3ccccc3n(CC(O)CN3CCOCC3)c2c1C#N (centres undefined)	-10.0%	-17.5%&-4.1%	3.2%	31.8%	-5.2%	-1.3%	-1.3%	-13.0%	0.9&-9.0
O=C(COc1cc2oc(=O)c3c(c2cc1Cl)CCC3)Nc1cccnc1	4.5%	10.2%	6.4%	-0.7%	35.0%	?	-9.9%	-2.7%	-1.5
FC(F)(F)c1nc2ccccc2c2nc3ccccc3n12	-10.0%	-3.1%	-6.8%	-16.4%	18.3%	42.3%	-8.7%	-8.4%	1.9
Cc1ccc(-n2nc(-c3ccco3)cc2C(=O)O)cc1	5.8%	-6.6%	?	17.0%[11.4 µM]	?	?	14.1µM*	0.9%	-1.0
Cc1cc2cc(C(c3nnnn3Cc3ccco3)N3CCc4ccccc4C3)c(=O)[nH]c2cc1C (centres undefined)	-7.7%	?	-25.7%	-32.1%	-8.8%	0.8%	-4.8%	?	5.5
N/N=C(\c1ccccc1)C12CN3CN(CN(C3)C1)C2	-4.4%	7.0%	-6.9%	22.6%	-0.1%	13.6%	4.4%	-7.5%	-7.4
CCOC(=O)C1(Cc2cccc(OC)c2)CCN(Cc2cccc(OC)c2OC)CC1	2.1%	0.8%	-7.7%	-14.0%	0.7%	-14.4%	-23.9%	-10.1%	-4.7
C=CCC1(CC=C)CCCN1C(=O)c1cc(COc2ccc(F)c(F)c2)on1	14.1%	-4.8%	-6.0%	24.4%[56.9 µM]	-12.6%	10.2%	-10.7%	13.5%	-1.9
O=S(=O)(Nc1ccc(Cc2ccncc2)cc1)c1ccc(Br)cc1	2.9%	-10.9%&-24.6%	-2.6%	-22.1%	-6.2%	15.8%	-1.7%	-21.9%	1.1&-2.8
Cc1cc(S(=O)(=O)N2CCN(CC(=O)NC(C)(C#N)C3CC3)CC2)ccc1Br (centres undefined)	5.2%	-11.5%	0.5%	-5.6%	19.4%	/	-15.7%	/	-8.1
O=c1[nH][nH]c(C(F)(F)F)c1C=Nc1ccccc1Cl	-1.6%	?	2.2%	17.8%	-3.4%	20.8%	1.5%	-11.7%	-5.8
COc1cc2c(cc1OC)CN(S(=O)(=O)c1cccs1)CC2	/	-19.8%	-4.8%	-27.2%	3.6%	1.3%	-13.6%	-10.5%	2.5
Cc1ccccc1NC(=O)c1cc2c(-c3ccccc3)nn(-c3ccccc3)c2s1	-3.0%	-22.5%	1.1%	-11.9%	/	-0.2%	-21.1%	-1.7%	-2.5
Cc1cccc(OCCCCn2c(C3CC(=O)N(c4ccc(C)cc4C)C3)nc3ccccc32)c1 (centres undefined)	1.1%	17.8µM*	-10.3%	5.0%	/	11.3%	-12.6%	96.2%[activator]	-1.4
CCc1c(C(=O)NNC(=S)Nc2ccc(S(=O)(=O)Nc3ncccn3)cc2)csc1C	2.7%	-12.5%	2.5%	-40.6%	35.6%	0.1%	-4.0%	-8.9%	1.0
CC(C(=O)NCCCc1ccccc1)n1cccc1C(=O)c1ccccc1 (centres undefined)	-5.5%	5.3%	-3.1%	-13.1%	60.9%[activator]	7.2%	-11.4%	?	-1.1
CCCC(=O)Nc1c(C(=O)OCC)oc2ccccc12	-5.5%	5.0%	-14.8%	10.9%	-4.6%	21.8%	10.3%	-6.3%	-4.2
CC(=O)Nc1ccccc1NC(=O)C/C(C)=N/NC(=O)c1ccccn1	2.1%	-0.3%	3.9%	-2.3%[11.4 µM]	-2.6%	8.8%	-5.7%	-4.8%	-1.3
CCOC(=O)N1CCN(C(=O)c2ccc3c(=O)n(-c4ccc(OC)cc4OC)c(=S)[nH]c3c2)CC1	-2.3%	?	-4.5%	?	1.0%	1.6%	-8.2%	-9.8%	-5.9
COc1ccc(CC(NC(C)=O)C(=O)NC2CCN(C(=O)C3CC3)CC2)cc1OC (centres undefined)	1.9%	-13.8%	-7.3%	14.0%	-0.7%	-6.8%	-3.8%	-3.2%	-4.9
C/C=C(/C)C(=O)O[C@@H]([C@H](O)c1cc2ccc(=O)oc2cc1OC)C(C)(C)O[C@@H]1O[C@H](CO)[C@@H](O)[C@H](O)[C@H]1O	-3.8%	9.6%	5.0%	-14.2%	-1.0%	/	-9.1%	/	6.8
O=C(Cn1cc(C(=O)c2ccco2)c2ccccc21)Nc1ccccc1	1.7%&-2.6%	-10.7%&17.5%	2.8%&-9.4%	8.5%&-8.9%	-0.5%	?	-19.2%&-4.1%	-7.0%&0.9%	0.0&-6.3
Cc1nnc2ccc(N3CCN(c4ccccn4)CC3)nn12	-1.4%	20.5%	5.5%	-30.1%	-2.3%	28.2%	-15.1%	-2.5%	0.0
Cc1oc(/N=C/c2ccc(O)cc2O)c(C#N)c1C	40.6%[activator]	?	-9.9%	1.4%[11.4 µM]	-1.3%	1.9%	-18.6%	46.8%[activator]	3.1

Among those listed so far, these have bromine:
SMILES	ERG Ets-DNA blk	12-LOX inh	POLK inh	RGS4 inhibitor	APE1 inh	POLB inh	Pol eta inh	Anesthetic bind	LDHA inh
O=S(=O)(Nc1ccc(Cc2ccncc2)cc1)c1ccc(Br)cc1	2.9%	-10.9%&-24.6%	-2.6%	-22.1%	-6.2%	15.8%	-1.7%	-21.9%	1.1&-2.8
Cc1cc(S(=O)(=O)N2CCN(CC(=O)NC(C)(C#N)C3CC3)CC2)ccc1Br (centres undefined)	5.2%	-11.5%	0.5%	-5.6%	19.4%	/	-15.7%	/	-8.1

Next entries follow:
SMILES	ERG Ets-DNA blk	12-LOX inh	POLK inh	RGS4 inhibitor	APE1 inh	POLB inh	Pol eta inh	Anesthetic bind	LDHA inh
COC(=O)c1cc(COc2ccc3ccc(=O)oc3c2)c(C)o1	-5.7%	0.0%	-26.6%	36.8%	-5.7%	-20.5%	10.5%	-5.5%	-8.0
CCOCCCNC(=O)CSc1nc2nc(C)c(Cc3ccccc3)c(C)n2n1	-0.3%	9.8%	-8.6%	9.0%	-3.1%	-16.9%	-7.5%	-14.3%	-0.5
CN(C)CCN1C(=O)C(=O)/C(=C(/O)c2ccc(S(=O)(=O)N3CCOCC3)cc2)C1c1ccc(Br)cc1 (centres undefined)	13.3%	?	-10.3%	11.7%	1.6%	47.3%	-10.2%	-18.7%	-6.5
COc1ccc(-n2c(SCC(=O)c3ccc(Cl)cc3)nc3c([nH]c4ccccc43)c2=O)cc1	-8.0%	-19.2%	-5.6%[60.1 µM]	-5.3%	/	-8.9%	-2.1%	-8.3%	-3.6
Cc1ccc(NS(=O)(=O)c2c(C)nc3sccn3c2=O)cc1	16.3%	8.3%	-14.3%	17.0%	23.3%	16.9%	-5.9%	-18.2%	-8.1
CC(C)NC(=O)NNC(=O)c1cc(COc2cc(Cl)cc(Cl)c2)on1	7.0%	136.5%[activator]	-10.5%	-2.3%	-8.6%	14.0%	-18.6%	-13.3%	-1.9
Clc1ccc(C=Cc2ccccn2)c(Cl)c1	11.9%	-13.8%	-11.5%	-1.8%	/	/	-18.4%	/	-8.5
O=C(O)C1CCCCC1C(=O)NCc1ccc2c(c1)OCO2 (centres undefined)	-17.8%	-0.7%	0.9%	8.8%	7.0%	35.7%	-10.0%	-18.1%	-3.9
Cc1ccc(NC(=O)CCS(=O)(=O)c2cccc3nonc23)cc1Cl	-4.3%&-4.8%	-1.4%&-19.5%	-15.1%&-9.6%	14.5%&3.0%	-21.9%	57.3%&24.0%	-3.3%&-28.0%	-1.3%&-4.9%	1.7&-3.5

Screening results as filed in PubChem BioAssay.
